Screening results from PubChem.
D2 antagonist: D2 dopamine receptor (human) antagonism; P14416; HEK293 TREx D2 cells, calcium flux, dopamine EC80; inhibition, % at 10 µM; 2% of 340,000 active; AID 485344; in the data active = inhibition above about 30%; also: 0% is about no effect
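Antagonism is scored as inhibition of an EC80 dopamine-evoked calcium signal in a force-coupled, tetracycline-inducible HEK293 T-REx D2 line, with compound present 180 s before agonist.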
Pin1 inhibitor: blocks the human prolyl isomerase Pin1 | 0.009% of 390,000 active | Pin1 FP peptide displacement, HiFluor488, 10 min | Potency, µM (top dose mostly 115 µM), inactives show top-dose activity, negative = inhibition, hits mostly inhibitors | AID 504891; active = well fitted inhibition curve with a large enough effect in the polarisation, with a control signal flat, not every such curve was filed as active; inconclusive = small, poorly fitted or top-dose-only effect, or effect the other way, or a change in a side signal; inactive = no such curve, though single readings can be large or run the other way; the % refers to the polarisation; also: potency is read from the fitted curve at half-maximal effect; % is scaled to controls: 0 for no effect and ±100 for the full control effect
Target sequence (Q13526 whole entry, looked up): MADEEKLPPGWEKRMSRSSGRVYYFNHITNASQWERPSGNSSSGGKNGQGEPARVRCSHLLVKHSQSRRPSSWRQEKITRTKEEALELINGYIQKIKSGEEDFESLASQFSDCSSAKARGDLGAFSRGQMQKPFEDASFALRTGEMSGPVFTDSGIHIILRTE
TRHR enhancer: allosteric enhancers of human TRH receptor; 0.66% of 360,000 active; enhancement, % at 2 µM; TRHR cells, fluo-8 calcium fluorescence, EC20 TRH enhancement; in the data active = enhancement above about 30%; also: 0% is about no effect
Target sequence (P34981 whole entry, looked up): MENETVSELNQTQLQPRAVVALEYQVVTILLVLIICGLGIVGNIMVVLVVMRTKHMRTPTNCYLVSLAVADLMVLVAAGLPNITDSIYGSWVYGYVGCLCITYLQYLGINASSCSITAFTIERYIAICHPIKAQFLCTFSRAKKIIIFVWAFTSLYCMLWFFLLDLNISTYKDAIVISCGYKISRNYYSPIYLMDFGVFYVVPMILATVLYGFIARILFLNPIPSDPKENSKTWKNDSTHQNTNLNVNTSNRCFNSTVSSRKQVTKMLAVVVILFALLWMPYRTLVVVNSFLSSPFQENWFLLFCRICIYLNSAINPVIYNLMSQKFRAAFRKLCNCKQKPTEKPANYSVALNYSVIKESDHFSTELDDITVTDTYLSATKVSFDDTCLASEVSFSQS
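TRHR-expressing cells loaded with fluo-8 calcium dye were read kinetically (ex 480/em 530) during compound addition, then stimulated with an EC20 of TRH (10 nM final). Enhancement of the Gq-mediated intracellular calcium response was scored.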
USP1 inh: USP1/UAF1 (human) deubiquitinase inhibition. 0.23% of 390,000 active. Potency, µM (top dose mostly 57.1 µM), inactives show at the highest dose activity change, negative = inhibition, usual class: inhibitors. recombinant USP1/UAF1, Ub-Rhodamine cleavage fluorescence. AID 743255; also: potency is read from the fitted curve at half-maximal effect; % is scaled to controls: 0 for no effect and ±100 for the full control effect; nearly all actives have a fitted effect of over 60% in size; inactives centre near -12
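USP1/UAF1 complex (1 nM) preincubated 15 min at room temperature with compound, then Ub-Rho substrate (150 nM final) added. Kinetic fluorescence at 480/540 nm over 6 reads at 60 s intervals; 50 mM HEPES pH 7.8, 0.5 mM EDTA, 0.1 mg/ml BSA, 1 mM TCEP, 0.01% Tween-20.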
TRHR agonist: activates the human TRH receptor. P34981. TRHR cells, calcium flux fluo-8, FDSS agonist mode. 0.18% of 360,000 active. activation, % at 2 µM; in the data active = activation above about 30%; also: 0% is about no effect
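In this calcium-flux screen, cells bearing human TRHR are dye-loaded with fluo-8, baselined for 10 cycles, then exposed to library compounds; positive kinetic calcium responses during the agonist phase mark hits, with TRH as control.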
TrxR1 substrate: substrates of rat thioredoxin reductase 1; purified TrxR1 substrate turnover, NADPH consumption readout; Potency, µM (doses to about 114 µM), for the others: at the highest dose activity change, negative = substrate turnover; 0.01% of 390,000 active; AID 588456; also: potency is read from the fitted curve at half-maximal effect; % is scaled to controls: 0 for no effect and ±100 for the full control effect; nearly all actives have a fitted effect of over 50% in size
Target sequence (O89049 whole entry, looked up): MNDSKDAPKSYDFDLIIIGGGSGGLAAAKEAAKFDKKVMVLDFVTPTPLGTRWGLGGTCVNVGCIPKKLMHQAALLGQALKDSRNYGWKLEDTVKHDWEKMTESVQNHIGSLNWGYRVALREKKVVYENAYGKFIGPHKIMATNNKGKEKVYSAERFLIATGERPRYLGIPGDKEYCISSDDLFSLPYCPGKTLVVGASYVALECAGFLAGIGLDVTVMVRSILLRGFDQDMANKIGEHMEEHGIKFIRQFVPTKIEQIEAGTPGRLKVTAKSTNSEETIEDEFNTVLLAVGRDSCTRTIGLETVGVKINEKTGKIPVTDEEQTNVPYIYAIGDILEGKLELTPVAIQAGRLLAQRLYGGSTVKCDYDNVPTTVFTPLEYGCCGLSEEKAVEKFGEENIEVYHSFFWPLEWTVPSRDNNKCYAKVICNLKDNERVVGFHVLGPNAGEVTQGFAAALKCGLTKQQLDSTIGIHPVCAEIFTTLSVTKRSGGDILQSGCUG
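Rat TrxR1, dispensed at 90 nM, was prereduced with 400 uM NADPH (final) for 5 min at ~22 deg C, then incubated with compound 15 min before 400 uM selenite. A first-read NADPH fluorescence drop versus no-compound background flagged substrates.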
IDH1 R132H inh: human IDH1 R132H inhibition; AID 602179; IDH1-R132H enzyme, NADPH consumption, diaphorase/resazurin fluorescence; Potency, µM (titrated, usually from 76.6 µM), for inactives: at the highest dose activity change, negative = inhibition, actives largely listed as inhibitors; 0.093% of 390,000 active; also: potency is read from the fitted curve at half-maximal effect; % is scaled to controls: 0 for no effect and ±100 for the full control effect; nearly all actives have a fitted effect of over 65% in size
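IDH1-R132H (0.5 ug/mL) preincubated 30 min with compound, then NADPH (0.016 mM) and alpha-KG (2 mM) added; 80 min at RT, pH 7.5. Remaining NADPH coupled via diaphorase/resazurin to fluorescence (540/590 nm); concentration-response curves normalized to no-enzyme control.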
rTrxR1 inhibitor: blocks rat thioredoxin reductase 1 | Potency, µM (series often up to 114 µM), for inactives: top-dose activity change, negative = inhibition, most hits filed as inhibitors | recombinant rTrxR1, NADPH fluorescence consumption, selenite substrate | AID 588453 | 1% of 390,000 active; also: potency is read from the fitted curve at half-maximal effect; % is scaled to controls: 0 for no effect and ±100 for the full control effect; nearly all actives have a fitted effect of over 65% in size
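Rat TrxR1 (90 nM in the dispensed reagent) was pre-reduced with 400 uM NADPH for 5 min at room temperature, then incubated with compound for 15 min. After 400 uM selenite was added, NADPH fluorescence (Ex 340/Em 450 nm) was followed for 8 min.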
D2 ag: activates the human D2 dopamine receptor; P14416; HEK293 T-REx D2 cells, calcium flux agonist mode; activation, % at 2 µM; 0.53% of 340,000 active;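 active = activation over 3 SD above normal in the single-dose calcium agonist read, cut at about 30% in these data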; also: 0% is about no effect
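Tetracycline-induced HEK293 T-REx cells with force-coupled D2 receptor, plated overnight at 30 C, loaded with no-wash calcium dye. After a 10 s baseline, compound was pin-added and calcium flux read kinetically for 180 s; calcium rises flagged agonists.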
* = called active by the depositor; & = joins results of further samples; [ ] = dose if it differs, or a comment. Unless noted, calls follow the shape of the dose curve; as a rule, active = well fitted inhibition curve with a large enough effect; inconclusive = small, poorly fitted or top-dose-only effect; inactive = no such curve, though single readings can be large or run the other way. Only part of the results is shown; count on the stated rates, not on these rows.

Cc1ccc(-c2nc3ncccc3o2)cc1NC(=O)c1ccc(-c2ccc(Cl)cc2)o1 was read as Pin1 inhibitor -4%, TRHR enhancer -8, USP1 inh -2%, TRHR agonist 0.6, TrxR1 substrate 6%, IDH1 R132H inh -10%, rTrxR1 inhibitor 0% and D2 ag -0.1.
Cc1nc(SCC(N)=O)[nH]c(=O)c1CCC(C)C was read as D2 antagonist -14, Pin1 inhibitor -2%, TRHR enhancer 9, USP1 inh -2%, TRHR agonist 0.0, TrxR1 substrate -7%[57.1 µM], IDH1 R132H inh 2%, rTrxR1 inhibitor 16% and D2 ag 0.6.
For COc1ccc(NCc2cccnc2)cc1 the results were D2 antagonist 6, Pin1 inhibitor inconclusive, TRHR enhancer -1, USP1 inh -27%, TRHR agonist 0.3, TrxR1 substrate 8%, IDH1 R132H inh -10%, rTrxR1 inhibitor 23% and D2 ag -0.4.
`COc1ccc(/C=C2\Sc3ccc(C(=O)N4CCCC4)cc3N(C)C2=O)cc1OC` gave D2 antagonist 13, Pin1 inhibitor 0%, TRHR enhancer 3, USP1 inh -3%, TRHR agonist -0.8, TrxR1 substrate 3%, IDH1 R132H inh -5%, rTrxR1 inhibitor 19% and D2 ag 2.8.
For CC(OC(=O)c1ccc2ncsc2c1)C(=O)Nc1cccc(Cl)c1 (centres undefined) the results were D2 antagonist -9, Pin1 inhibitor 0%, TRHR enhancer 3, USP1 inh -12%, TRHR agonist 0.6, TrxR1 substrate -5%, IDH1 R132H inh 0%, rTrxR1 inhibitor 16% and D2 ag 0.3.
CCN(Cc1nc(-c2cccc(C)c2)no1)C(=O)c1ccc2c(c1)OCO2 was read as D2 antagonist -4, Pin1 inhibitor 1%, TRHR enhancer 6, USP1 inh -18%, TRHR agonist -1.3, TrxR1 substrate 8%[57.1 µM], IDH1 R132H inh 11%, rTrxR1 inhibitor 42%[0.0914 µM] and D2 ag 1.0.
For CC(=O)Nc1ccc(N/C=C(\C#N)S(=O)(=O)c2ccc(Cl)cc2)cc1 the results were D2 antagonist -27, Pin1 inhibitor 2%, TRHR enhancer 9, USP1 inh -13%, TRHR agonist 1.5, TrxR1 substrate 4%, IDH1 R132H inh -3%, rTrxR1 inhibitor 16% and D2 ag 2.0.
For Nc1nnc(Cc2ccc(Cl)cc2)s1 the results were D2 antagonist -8, Pin1 inhibitor -8%, TRHR enhancer -4, USP1 inh -1%, TRHR agonist -0.6, TrxR1 substrate 14%[57.1 µM], IDH1 R132H inh 2%, rTrxR1 inhibitor 9%[57.1 µM] and D2 ag 0.9.
Screening CCOC(=O)CCn1nc(-c2ccc(C)cc2)c2ccccc2c1=O returned D2 antagonist -4, Pin1 inhibitor 3%&-5%, TRHR enhancer 3&3, USP1 inh -9%&-19%, TRHR agonist -1.0&-1.5, TrxR1 substrate -4%[57.1 µM], IDH1 R132H inh 5%&7%, rTrxR1 inhibitor 14%[57.1 µM] and D2 ag -1.7&-1.2.
O=C(CSCc1ccc(Cl)cc1)NN=C1CCCCCC1 was read as Pin1 inhibitor -2%, TRHR enhancer -15, USP1 inh -15%, TRHR agonist -0.4, TrxR1 substrate -6%, IDH1 R132H inh 6% and rTrxR1 inhibitor 7%[57.1 µM].
For CCOC(=O)c1cnn(-c2ccc(C(F)(F)F)cn2)c1N the results were D2 antagonist -4, Pin1 inhibitor 0%, TRHR enhancer 2, USP1 inh -7%, TRHR agonist 0.1, TrxR1 substrate 8%, IDH1 R132H inh 4%, rTrxR1 inhibitor 20% and D2 ag 0.3.
Screening O=C(NCCN1CCOCC1)c1ccc2c(c1)N(Cc1ccccc1)C(=O)CS2 returned D2 antagonist -16, Pin1 inhibitor 4%, TRHR enhancer 0, USP1 inh -5%, TRHR agonist 1.0, TrxR1 substrate 0%, IDH1 R132H inh 3%, rTrxR1 inhibitor -22% and D2 ag -0.5.
For CC(=O)Oc1c(C)c2c3c(c1OC(C)=O)[C@@H](C)CC[C@@H]3[C@@H](C)C[C@H]2C=C(C)C the results were D2 antagonist -11, Pin1 inhibitor -17%, TRHR enhancer 0, USP1 inh -23%, TRHR agonist 0.0, TrxR1 substrate -9%, IDH1 R132H inh -2%, rTrxR1 inhibitor -9% and D2 ag 0.2.
For COc1ccc(Cc2nnc(SCC(=O)N(C)CC(=O)Nc3ccc(C)cc3)o2)cc1 the results were D2 antagonist -5, Pin1 inhibitor 1%, TRHR enhancer 1, USP1 inh -21%, TRHR agonist -0.5, TrxR1 substrate -3%, IDH1 R132H inh 2%, rTrxR1 inhibitor 9% and D2 ag 0.9.
For Cc1ccc(S(=O)(=O)N2CCC(n3nnc4cc(C)ccc43)CC2)cc1 the results were D2 antagonist -29, Pin1 inhibitor 11%, TRHR enhancer 0, USP1 inh -13%, TRHR agonist -0.9, TrxR1 substrate 3%, IDH1 R132H inh 10%, rTrxR1 inhibitor -1% and D2 ag 2.8.
Screening CSc1cccc(NC(=O)C2CCCN(S(=O)(=O)c3cccs3)C2)c1 (centres undefined) returned D2 antagonist 0, Pin1 inhibitor 2%, TRHR enhancer 2, USP1 inh -12%, TRHR agonist -0.5, TrxR1 substrate 3%[57.1 µM], IDH1 R132H inh 7%, rTrxR1 inhibitor 11%[57.1 µM] and D2 ag -0.1.
Cc1nn(C)c(C(=O)NNC(=O)Nc2cccc(C(F)(F)F)c2)c1Cl was read as D2 antagonist 3, Pin1 inhibitor -2%, TRHR enhancer -16, USP1 inh -19%, TRHR agonist 0.0, TrxR1 substrate -6%, IDH1 R132H inh 1%, rTrxR1 inhibitor -5% and D2 ag 0.8.
CCn1c(SCC(=O)O)nnc1-c1ccc2[nH]c(C)c(C)c2c1 was read as D2 antagonist -8, Pin1 inhibitor -2%, TRHR enhancer 10, USP1 inh -7%, TRHR agonist 0.5, TrxR1 substrate 10%[57.1 µM], IDH1 R132H inh 4%, rTrxR1 inhibitor 8%[57.1 µM] and D2 ag 2.9.
For COc1ccc2c(c1)C1(Nc3ccccc3C(=O)N1c1ccccc1)C(=O)N2 (centres undefined) the results were D2 antagonist 1, Pin1 inhibitor -4%, TRHR enhancer 7, USP1 inh -7%, TRHR agonist 0.8, TrxR1 substrate 11%, IDH1 R132H inh -2%, rTrxR1 inhibitor 17% and D2 ag -0.4.
For N/C(=N\OC(=O)c1ccc2c(c1)OCO2)c1ccc(Br)cc1 the results were D2 antagonist 46*, Pin1 inhibitor 0%, TRHR enhancer -3, USP1 inh -20%, TRHR agonist 0.2, TrxR1 substrate -6%, IDH1 R132H inh 21%, rTrxR1 inhibitor -3% and D2 ag -0.5.

Looked up by compound from the entries so far:
For N/C(=N\OC(=O)c1ccc2c(c1)OCO2)c1ccc(Br)cc1 the results were D2 antagonist 46*, Pin1 inhibitor 0%, TRHR enhancer -3, USP1 inh -20%, TRHR agonist 0.2, TrxR1 substrate -6%, IDH1 R132H inh 21%, rTrxR1 inhibitor -3% and D2 ag -0.5.
Cc1nn(C)c(C(=O)NNC(=O)Nc2cccc(C(F)(F)F)c2)c1Cl was read as D2 antagonist 3, Pin1 inhibitor -2%, TRHR enhancer -16, USP1 inh -19%, TRHR agonist 0.0, TrxR1 substrate -6%, IDH1 R132H inh 1%, rTrxR1 inhibitor -5% and D2 ag 0.8.

(more compounds)
`Cc1cc(C(=O)CSc2nnnn2C)c(C)n1CCc1ccc(F)cc1` gave D2 antagonist -7, Pin1 inhibitor 0%, TRHR enhancer 3, USP1 inh -15%, TRHR agonist -0.2, TrxR1 substrate -5%, IDH1 R132H inh 0%, rTrxR1 inhibitor -8% and D2 ag -0.9.
Screening OC(COCC1COc2ccccc2O1)CN1CCCCC1 (centres undefined) returned D2 antagonist 12, Pin1 inhibitor -5%, TRHR enhancer -2, USP1 inh -11%, TRHR agonist -0.1, TrxR1 substrate 8%, IDH1 R132H inh 13%, rTrxR1 inhibitor 20% and D2 ag -0.7.
Screening C(=N\N1CCN(Cc2cccc3ccccc23)CC1)/c1cccnc1 returned D2 antagonist 18, Pin1 inhibitor 1%, TRHR enhancer 10, USP1 inh -3%, TRHR agonist 0.0, TrxR1 substrate 3%, IDH1 R132H inh 6%, rTrxR1 inhibitor 7% and D2 ag 0.3.
For Cc1ccc(S(=O)(=O)N2CCOC2CNC(=O)C(=O)NCc2ccccc2)cc1 (centres undefined) the results were D2 antagonist -7, Pin1 inhibitor 5%, TRHR enhancer 16, USP1 inh 1%, TRHR agonist 0.0, TrxR1 substrate 4%, IDH1 R132H inh 6%, rTrxR1 inhibitor 5% and D2 ag -0.4.
CCn1cc(C(=O)O)c(=O)c2cc(F)c(N3CCN(C(=S)NC(=O)c4c(OC)cccc4OC)CC3)cc21 was read as D2 antagonist -4, Pin1 inhibitor inconclusive, TRHR enhancer 1, USP1 inh -8%, TRHR agonist 0.0, TrxR1 substrate 21%, IDH1 R132H inh 5%, rTrxR1 inhibitor 0% and D2 ag 0.6.
Screening O=C1CC(NCCC2=CCCCC2)C(=O)N1c1cccc(Cl)c1Cl (centres undefined) returned D2 antagonist 0, TRHR enhancer -2, TRHR agonist 0.6 and D2 ag 0.9.
For Cc1occc1-c1nnc(SCC(=O)Nc2ccc3c(c2)OCO3)n1CC1CCCO1 (centres undefined) the results were D2 antagonist 7, Pin1 inhibitor -2%, TRHR enhancer 11, USP1 inh -14%, TRHR agonist -0.8, TrxR1 substrate 3%, IDH1 R132H inh 6%, rTrxR1 inhibitor -2% and D2 ag -0.8.
`Cc1nn(-c2ccccc2)c(C)c1/C=N/NC(=O)c1cc(C2CC2)[nH]n1` gave D2 antagonist -4, Pin1 inhibitor -7%, TRHR enhancer -3, USP1 inh -3%, TRHR agonist -1.0, TrxR1 substrate 1%[57.1 µM], IDH1 R132H inh 2%, rTrxR1 inhibitor 4%[57.1 µM] and D2 ag -0.5.
